Compound activity as filed in PubChem.
D3 ag = qHTS of D3 Dopamine Receptor Agonist: qHTS. D(3) dopamine receptor (Homo sapiens), P35462. D3R DiscoveRx beta-arrestin cells, luminescence, 90 min. hit rate 0.58% among 410,000. AID 652048, 2013. max activation, %; in the data active = max activation above about 30%; note: 0% is about no effect; mostly tested at two doses, the higher about 12 µM
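Cells at 1500/well, incubated overnight, then treated with pinned compounds (dopamine as control) for 90 min at 37 degrees C. DiscoveRx reagent added for 30 - 60 minutes at room temperature; luminescence read.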
PLK1 PBD inh = qHTS for Inhibitors of PLK1-PDB (polo-like kinase 1 - polo-box domain): Primary Screen. Potency, µM, without a hit: max response, negative = inhibition, usual class: inhibitors. hit rate 2.8% among 360,000. Serine/threonine-protein kinase PLK1 (Homo sapiens), P53350. Plk1 PBD binding of FITC phosphopeptide, fluorescence polarization; note: potency is the fitted concentration of half-maximal effect; series mostly up to about 57 µM; % is set by controls: 0 for no effect and ±100 for the full control effect; nearly all actives have a fitted effect of over 65% in size
Target sequence (P53350 whole entry, looked up, the tested form may be a part): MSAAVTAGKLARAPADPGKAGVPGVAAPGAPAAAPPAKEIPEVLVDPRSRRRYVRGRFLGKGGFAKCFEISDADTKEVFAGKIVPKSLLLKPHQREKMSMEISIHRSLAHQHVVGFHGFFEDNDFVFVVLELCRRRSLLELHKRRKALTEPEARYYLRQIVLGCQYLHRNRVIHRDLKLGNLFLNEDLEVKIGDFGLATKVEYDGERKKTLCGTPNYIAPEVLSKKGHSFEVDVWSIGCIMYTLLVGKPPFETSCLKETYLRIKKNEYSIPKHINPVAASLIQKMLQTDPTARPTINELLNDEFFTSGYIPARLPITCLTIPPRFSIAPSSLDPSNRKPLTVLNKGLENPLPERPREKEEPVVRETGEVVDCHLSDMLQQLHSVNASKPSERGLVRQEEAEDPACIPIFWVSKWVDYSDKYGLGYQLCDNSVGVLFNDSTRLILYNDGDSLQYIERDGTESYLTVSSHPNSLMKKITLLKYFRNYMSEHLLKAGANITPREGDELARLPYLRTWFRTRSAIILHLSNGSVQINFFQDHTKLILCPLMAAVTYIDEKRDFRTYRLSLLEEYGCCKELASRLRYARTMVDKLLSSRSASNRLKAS
IL2 activator = qHTS of IL-2 Activators; IL-2 activation reporter assay, cell-based qHTS; stimulated with anti-CD3/CD4/CD28 beads; in transgenic mouse T cells; activation, % (series mostly up to about 46 µM); hit rate 0.065% among 360,000; AID 652025, 2013; in the data active = activation above about 50%; inconclusive = mostly about 30% to 49%; note: 0% is about no effect
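First, unstimulated transgenic mouse T cells were exposed to compound for 60 min. Next, anti-CD3/anti-CD4-coated beads with anti-CD28 were added. Finally, after 18 h at 37 degrees C, EGFP and DsRed were imaged.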
WRN inhibitor = qHTS for Inhibitors of WRN Helicase. Bifunctional 3'-5' exonuclease/ATP-dependent helicase WRN (Homo sapiens), Q14191. hit rate 0.46% among 360,000. Potency, µM (titrated, usually from 114 µM), for the others: top-dose activity change, negative = inhibition, usual class: inhibitors. AID 651768, 2012. WRN helicase unwinding, fluorescent forked duplex, kinetic; note: potency is the fitted concentration of half-maximal effect; % is set by controls: 0 for no effect and ±100 for the full control effect; nearly all actives have a fitted effect of over 55% in size
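Kinetic red-fluorescence monitoring (525/598 nm) tracks WRN helicase activity after 100 nM fluorophore-quencher forked duplex and 2 mM ATP are added to 20 nM enzyme pretreated 15 min at room temperature with compound.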
PI5P4K alpha inh = qHTS for Inhibitors of phosphatidylinositol 5-phosphate 4-kinase (PI5P4K); Phosphatidylinositol 5-phosphate 4-kinase type-2 alpha (Homo sapiens), P48426; PI5P4Kalpha enzyme, ADP-Glo luminescence, 60 min; hits give low values; max response, %; hit rate 1.2% among 330,000; AID 652105, 2013; active = max response of -50% or lower; inconclusive = between -30% and -50%; inactive = -30% or higher; note: value at the top dose of about 77 µM; % is set by controls: 0 for no effect and ±100 for the full control effect
Target sequence (P48426 whole entry, looked up): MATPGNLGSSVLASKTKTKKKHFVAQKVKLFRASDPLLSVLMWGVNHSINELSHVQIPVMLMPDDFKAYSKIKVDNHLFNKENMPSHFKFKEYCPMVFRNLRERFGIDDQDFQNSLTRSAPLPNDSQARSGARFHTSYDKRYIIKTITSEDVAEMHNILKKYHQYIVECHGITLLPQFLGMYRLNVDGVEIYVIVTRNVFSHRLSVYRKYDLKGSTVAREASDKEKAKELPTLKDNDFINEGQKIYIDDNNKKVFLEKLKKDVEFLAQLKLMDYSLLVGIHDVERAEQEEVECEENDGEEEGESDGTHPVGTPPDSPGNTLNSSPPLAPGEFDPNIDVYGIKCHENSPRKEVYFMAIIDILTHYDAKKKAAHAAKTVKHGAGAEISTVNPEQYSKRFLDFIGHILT
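PI5P4Kalpha ADP-Glo assay; 5 microM ATP final; 60 min RT reaction; HEPES pH 7.4/EGTA/CHAPS, 5% DMSO; controls lacking substrate or enzyme; luminescent end-point.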
HEK293 tox = qHTS of GLP-1 Receptor Inverse Agonists: Cytotox Screen. hit rate 0.13% among 410,000. Potency, µM (highest dose often 38.3 µM), inactives show at the highest dose activity change, negative = inhibition, most hits filed as inhibitors. HEK293 cAMP-luciferase reporter cells, luminescence, 24 h. AID 624418, 2012;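 note: loss of luciferase light is scored as toxicity; potency is the fitted concentration of half-maximal effect; % is set by controls: 0 for no effect and ±100 for the full control effect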
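To flag toxic compounds, the library was rerun on cells for 24 hr at 37 deg C and 5% CO2. Viability-linked luminescence was captured 12 min after adding luciferase detection reagent.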
GLP-1R agonist = qHTS of GLP-1 Receptor Agonists; Glucagon-like peptide 1 receptor (Homo sapiens), P43220; HEK293 GLP-1R CRE-luciferase, luminescence, 4-6 h; cells express a hypersensitive GLP-1R form; Potency, µM (top dose mostly 45.6 µM), without a hit: at the highest dose activation, usual class: activators; hit rate 0.007% among 380,000; note: potency is the fitted concentration of half-maximal effect; % of control where 0% means no effect
GLP-1R inv ag = qHTS of GLP-1 Receptor Inverse Agonists (Inhibition Mode); Potency, µM (top dose mostly 38.3 µM), for inactives: at the highest dose activity change, negative = inhibition, actives largely listed as inhibitors; AID 624417, 2012; HEK293 GLP-1R CRE-luciferase, luminescence, 24 h; GLP-1R form is constitutively active; hit rate 1.6% among 410,000; Glucagon-like peptide 1 receptor (Homo sapiens), P43220; note: potency is the fitted concentration of half-maximal effect; % is set by controls: 0 for no effect and ±100 for the full control effect; nearly all actives have a fitted effect of over 55% in size
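Cells are plated, allowed 12 hours at 37 deg C, then treated with compounds for 24 hr before luciferase detection reagent is added and luminescence is read after 12 min at room temperature. The HEK293 line carries constitutively active GLP-1R with a cAMP-responsive reporter.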
DRD3 antagonist = qHTS of D3 Dopamine Receptor Antagonist: qHTS; D(3) dopamine receptor (Homo sapiens), P35462; D3R cells, DiscoveRx beta-arrestin luminescence, antagonist mode; hits give low values; max response, negative = inhibition, %; hit rate 2.5% among 360,000; AID 652054, 2013; in the data active = max response below about -50%; inconclusive = no clear call, values can overlap the other calls; note: % is set by controls: 0 for no effect and ±100 for the full control effect; mostly tested at two doses, the higher about 12 µM
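Cells plated overnight at 1500 cells/well, then exposed to library compounds with dopamine controls for 90 minutes at 37 degrees C. DiscoveRx reagent added for 30–60 minutes at room temperature; luminescence read, quantitative HTS format.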
Active calls of the source: *; ? = inconclusive; nt = no result given; [ ] = dose if it differs, or a comment. Unless noted, calls come from the whole dose curve; as a rule, active = well fitted curve in the direction sought with a large enough effect; inconclusive = small, poorly fitted or top-dose-only effect, or another doubt; inactive = no such curve, though single readings can be large; an effect the other way counts as inactive or inconclusive.

mol	WRN inhibitor	PLK1 PBD inh	DRD3 antagonist	GLP-1R inv ag	PI5P4K alpha inh	IL2 activator	D3 ag	HEK293 tox	GLP-1R agonist
C[C@@H]1CCCCO[C@H](CN(C)C(=O)Nc2ccc(F)cc2)[C@@H](C)CN([C@H](C)CO)C(=O)c2cc(N(C)C)ccc2O1	1.3%	-17.3%	1.4	?	7.3	2.7	-2.6	-9.3%	5.3%
Cc1nnc(SCC(=O)Nc2cccc(S(=O)(=O)N(C)c3ccccc3)c2)s1	-7.1%	-2.4%	41.2	-29.0%	-2.7	-3.4	33.6*	-2.3%	-30.0%
S=c1[nH]nc(COc2ccccc2)n1/N=C/c1ccncc1	-6.3%	-14.0%	-22.0	12.3%	-19.6	-2.6	-2.5	0.9%	-2.4%
O=C1COc2ccc(S(=O)(=O)N3CCC(C(=O)NCc4ccccc4)CC3)cc2N1	-0.6%	-7.2%	-7.8	11.9%	3.7	-2.8	-1.2	1.5%	-0.8%
Cc1cc(NC(=O)c2ccc3c(c2)C(=O)N(CC(C)C)C3=O)no1	6.9%	1.6%	13.0	15.2%	4.4	1.6	-0.9	5.0%	-2.0%
COc1cccc(NC(=O)CN(C)C(=O)CCNC(=O)c2ccc(Br)cc2)c1	-1.1%	-0.5%	9.6	-1.1%	10.2	-3.5	-2.0	4.8%	0.6%
O=C(NCc1ccccc1)c1ccc(CS(=O)Cc2ccc(Cl)cc2)o1 (stereo unspecified)	-2.8%	-16.6%	-13.0	-24.1%	-0.1	-0.9	-1.7	15.4%	2.7%
CCC(C(=O)NCCCN(CC)Cc1ccccc1)n1nc(C)c2sc3ccccc3c2c1=O (stereo unspecified)	2.3%	-6.9%	-83.7*	?	10.1	1.5	-7.3	-5.3%	6.1%
CCOC(=O)CN(C(=O)c1snc(C(N)=O)c1N)C(C(=O)NCCC(C)C)c1ccc(F)cc1 (stereo unspecified)	-5.7%	-5.5%	8.6	9.6%	3.1	-0.2	8.1	3.2%	3.0%
CSc1ncccc1C(=O)OCC(=O)NC(C)(C)C	-6.3%	8.8%	13.4	18.8%	1.1	0.4	13.6	-1.1%	-1.1%
Cc1ccc(/C=N/n2c(C)cc(C)c(C#N)c2=O)cc1	-11.7%	-0.5%	-18.7	-3.5%	nt	-1.6	14.0	-7.4%	-2.6%
COc1cccc(-c2noc(C3CCCN(C(=O)c4ccccc4OC)C3)n2)c1 (stereo unspecified)	0.8%	-9.3%	29.3	10.4%	-0.5	-0.8	-6.2	-20.6%	24.1%
O=C(CN1CCN(CC(=O)c2ccc(F)cc2)CC1)Nc1ccccc1Cl	-5.1%	-21.4%	4.1	-12.9%	5.4	-0.7	-1.7	-5.0%	-0.3%
O=C(CCc1ccccc1)N1CCCC1	3.8%	1.0%	0.6	5.4%	0.7	0.9	1.1	-1.4%	-0.6%
COc1ccc(OC)c(S(=O)(=O)NC2CC(=O)N(c3ccc(C)c(C)c3)C2)c1 (stereo unspecified)	5.1%	-4.0%	-14.0	-11.7%	-2.2	-3.7	-11.8	4.2%	2.6%
COc1ccc(-c2[nH]ncc2CNC(C)CCn2cccn2)c(F)c1 (stereo unspecified)	3.3%	-11.1%	-22.1	24.1%	3.1	-0.2	-11.2	-3.4%	10.7%
Cc1cc(Br)ccc1S(=O)(=O)n1ccnc1C	4.7%	-1.9%	19.2	1.4%	-1.4	-0.4	-5.5	-3.1%	7.0%
Cc1noc(C)c1COc1ccccc1C(=O)NCCc1ccc(Cl)cc1	-8.3%	-2.0%	10.0	?	1.4	-0.5	6.6	4.1%	7.2%
COc1cccc(C(=O)N(CN2CCCC2=O)c2cc(C)on2)c1	8.3%	2.0%	-6.7	-6.9%	4.4	-2.7	-3.5	0.7%	0.9%
Cc1ccc(-c2nnc(SCC(=O)N/N=C/c3ccc(C(=O)O)cc3)n2C2CCCCC2)cc1	-6.1%	-12.1%	7.8	-3.5%	-12.7	0.2	-0.3	-1.1%	-0.8%
O=C(/C=C/[C@H]1O[C@@H](n2cnc3c(NC(=O)c4ccccc4)ncnc32)[C@H](O)[C@@H]1O)NCc1ccccc1	6.1%	-4.8%	0.0	24.2%	-11.8	0.7	2.1	0.7%	-2.9%
O=C(CSc1ccc(F)cc1)Nc1cccc(S(=O)(=O)N2CCOCC2)c1	9.5%	?	17.2	?	0.3	0.0	20.0	-3.5%	13.9%
Cc1ccc(S(=O)(=O)N2CCOC2CNC(=O)C(=O)NCCN2CCOCC2)cc1 (stereo unspecified)	13.7%	5.1%	-14.6	10.5%	7.4	0.7	-6.6	2.4%	-1.4%
COc1ccccc1Nc1nc(NCCC(C)C)nc(N)c1[N+](=O)[O-]	-4.8%	-3.1%	-1.6	-6.3%	1.7	0.0	-3.3	4.7%	-2.8%
O=C(COc1ncnc2c1cnn2-c1ccccc1)Nc1ccc(S(=O)(=O)N2CCCCC2)cc1	-0.7%	0.3%	2.2	?	-9.2	1.4	4.4	-2.3%	-1.6%
O=C(CSc1nnnn1-c1cccc(C(=O)O)c1)NC(c1ccccc1)c1ccccc1	-33.3%	-12.6%	-7.2	15.5%	-8.5	-0.8	3.4	-3.7%	-1.0%
COC(=O)c1c(NC(=O)c2ccccc2)sc(Cc2ccccc2)c1C	2.4%	-2.1%	4.2	3.2%	nt	-0.5	-0.1	-5.6%	-7.1%
CC(C)NC(=O)N(C)C[C@H]1Oc2ccc(NC(=O)Nc3ccc4c(c3)OCO4)cc2C(=O)N([C@H](C)CO)C[C@@H]1C	-8.3%	-11.5%	12.1	2.3%	7.0	-1.7	12.9	1.3%	-6.6%
COc1ccc2c(CC(=O)OCC(=O)c3ccccc3OC)coc2c1	-7.8%	-17.2%	1.5	13.2%	2.5	-1.9	-0.7	-0.7%	-0.4%
CNc1cccc(-c2cc(OC)ccc2OC)n1	-2.9%	-6.0%	-17.2	22.2%	0.1	-0.4	-13.3	-1.9%	10.9%
CC(=O)N1CCN(c2cc3c(cc2F)c(=O)c(C(=O)O)cn3C2CC2)CC1	-3.3%	-1.0%	15.1	1.8%	0.9	0.2	-0.8	-0.6%	5.3%
CCN1C(=O)CSc2ccc(C(=O)NCc3ccco3)cc21	-5.2%	-14.9%	-20.7	0.6%	nt	-2.6	-11.2	2.1%	2.7%
COc1cccc(NC(=O)CSc2nnc(-c3cccc(OC(C)C)c3)n2N)c1	-20.2%	?	20.3	-24.1%	-3.9	-1.5	-2.6	9.9%	-9.3%
COC(=O)c1c(NC(=O)COC(=O)CCNS(=O)(=O)c2ccc(NC(C)=O)cc2)sc(C)c1C	-3.1%	-1.8%	-10.4	31.6%[activator]	-1.2	-3.8	7.4	1.4%	-1.0%
CCCCCNc1nc(-c2ccccc2)nc(-n2ccnc2)n1	-9.4%	-10.1%	-15.4	-2.3%[7.66 µM]	8.4	0.2	-1.2	-3.2%[7.66 µM]	0.8%
C/C(=N\NC(=O)c1c(Cl)c(C)nn1C)c1cccc(NC(=O)c2cccc(F)c2)c1	?	-22.4%	-8.4	-13.0%	2.6	-0.5	-3.9	?	2.1%
COc1cc(C2C(C(C)=O)=C(O)C(=O)N2CCc2ccc(OC)c(OC)c2)ccc1O (stereo unspecified)	3.2%	-4.3%	-23.6	7.8%	7.8	1.1	0.0	16.3%	2.2%
CC(C)(C)NS(=O)(=O)c1ccc(OCC(=O)Nc2ccc3c(c2)OCCO3)cc1	0.9%	-4.0%	-10.2	-6.1%	3.2	-0.7	3.3	-16.4%	-2.3%
O=C(C1CCCN(S(=O)(=O)c2cccc3nsnc23)C1)N1CCN(c2cccc(Cl)c2)CC1 (stereo unspecified)	nt	nt	nt	-0.3%	nt	nt	32.2*	1.9%	-4.0%
COc1ccc(-n2c(SCC(=O)NNC(=O)c3ccc(C)cc3)nnc2-c2ccncc2)cc1	0.7%	-3.8%	14.6	2.7%	2.0	-2.3	1.3	-9.5%	5.1%
O=C(Nc1cccc(C(F)(F)F)c1)c1csc([C@@H]2O[C@H](CO)[C@H](O)[C@H](O)[C@H]2O)n1	14.2%[57.1 µM]	0.6%	3.2	27.7%	-3.0	0.2	-4.8	1.2%	6.7%
CCOc1ccccc1Nc1nnc(SCC(=O)Nc2ccc3[nH]c(=O)[nH]c3c2)s1	-16.7%	-12.3%	8.3	56.7%[activator]	-20.7	-0.2	8.3	-0.5%	16.6%
Cc1c(OC(C)C(=O)NCC(O)c2ccccc2)ccc2c3c(c(=O)oc12)CCCC3 (stereo unspecified)	9.1%	-16.7%	-6.0	-15.7%	0.1	0.6	-1.1	3.2%	20.6%
O=C(O)c1ccccc1C(=O)c1ccc(-c2ccccc2)cc1	4.3%	-8.4%	10.5	12.5%	2.5	2.6	2.5	20.5%	-2.8%
CN(C)S(=O)(=O)c1ccc2c(c1)C(CC(=O)O)OC2=O (stereo unspecified)	-7.5%	?	7.8	17.2%	5.3	-0.2	0.3	21.0%	7.2%
O=C(c1[nH]ncc1-c1cccc(Br)c1)C1CO1 (stereo unspecified)	-32.6%	?	-11.6	?	-18.9	-1.0	-9.1	?	-1.9%
